Source: PubChem BioAssay (several laboratories)
p-CIP stab down – p/CIP-EGFP fusion destabilizers, primary screen, fluorescence, F442A cells; 16 h; decrease of EGFP signal, % at 10 µM; 0.01% of 290,000 active; AID 1984, 2009;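 active = EGFP signal decrease of at least 30% at 10 µM or well 3 SD below plate mean, unless failing retest; inactive = the rest, including hits failing retest or dose response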; also: some compounds called inactive have numbers as strong as hits; many of its hits are not listed in these tables
CRFBP-R2 block – antagonists of CRF-BP/CRF-R2 complex, primary screen, cell-based, HEK293, calcium dye fluorescence, uHTS; CRF-induced calcium fluorescence; inhibition, % at 11.8 µM; 0.59% of 350,000 active;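 active = inhibition of the ligand-induced calcium signal above about 50% at the single tested concentration, limit read from the data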
PHOSPHO1 inh – PubChem AID 1565; recombinant PHOSPHO1, absorbance phosphatase assay; inhibition, % at 13.3 µM; Phosphoethanolamine/phosphocholine phosphatase (Homo sapiens), Q8TCT1; 1.1% of 290,000 active; in the data active = inhibition above about 60%
IDE cell activ – human IDE activators in live cells, primary screen, fluorescence polarization, HEK cells, FAbeta-B substrate; Insulin-degrading enzyme (Homo sapiens), P14735; FAbeta-B cleavage; 0% vehicle, 100% cell-free pure enzyme wells; activation, % at 5.96 µM; 0.073% of 340,000 active;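 active = activation above the mean of all tested compounds plus 3 SD, set per screening campaign, cut at about 17% in these data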
MEKK3 PB1 HTS – modulators of MEKK3-MEK5 PB1 binding, primary screen, biochemical, wildtype MEKK3, multiplex bead flow cytometry, Alexa488-MEK5; binding response (% of control), % at 10 µM; bead-based flow cytometry, Alexa488-MEK5 binding to MEKK3; actives lie on both sides; 0 = blocked by unlabeled MEK5, 100 = vehicle; 1.4% of 290,000 active; Mitogen-activated protein kinase kinase kinase 3 (Homo sapiens), Q99759;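 active = binding response more than 3 SD above or below the average of its plate-row segment, actives on both sides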;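 also: Alexa488 bead fluorescence after subtracting the streptavidin-only scavenger bead signal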
Target sequence (Q99759 whole entry, looked up): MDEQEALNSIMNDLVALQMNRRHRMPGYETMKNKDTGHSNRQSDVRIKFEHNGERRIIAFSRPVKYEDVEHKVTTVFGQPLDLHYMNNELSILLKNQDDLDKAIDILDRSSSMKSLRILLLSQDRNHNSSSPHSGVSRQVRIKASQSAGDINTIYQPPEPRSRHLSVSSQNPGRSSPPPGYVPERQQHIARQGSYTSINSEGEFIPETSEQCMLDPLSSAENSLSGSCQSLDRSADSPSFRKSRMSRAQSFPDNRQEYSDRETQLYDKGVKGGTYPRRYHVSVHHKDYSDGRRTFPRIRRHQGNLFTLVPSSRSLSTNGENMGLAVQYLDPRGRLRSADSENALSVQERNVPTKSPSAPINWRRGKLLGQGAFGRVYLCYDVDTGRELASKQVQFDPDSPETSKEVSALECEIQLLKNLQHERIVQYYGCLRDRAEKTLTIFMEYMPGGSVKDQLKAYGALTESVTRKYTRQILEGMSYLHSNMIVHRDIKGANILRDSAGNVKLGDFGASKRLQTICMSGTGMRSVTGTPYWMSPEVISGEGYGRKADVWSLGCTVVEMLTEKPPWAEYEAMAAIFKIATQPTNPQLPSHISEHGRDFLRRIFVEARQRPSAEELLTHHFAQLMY
M4 PAM – human M4 muscarinic receptor positive allosteric modulators, primary screen, CHO-K1 cells, Fluo-8 calcium fluorescence. Muscarinic acetylcholine receptor M4 (Homo sapiens), P08173. CHO-K1 hM4/Gqi5, ACh EC20; 0% = ACh EC20, 100% = maximal ACh. activation, % at 3 µM. 0.4% of 360,000 active;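 active = activation above its plate's cutoff, the mean activation of sample wells plus 3 SD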; also: some results filed as inactive read as strong as hits
IDE cell inh – human IDE inhibitors in live cells, primary screen, fluorescence polarization, HEK cells, FAbetaB substrate; 0.41% of 320,000 active; inhibition, % at 5.59 µM; AID 434962, 2010; Insulin-degrading enzyme (Homo sapiens), P14735; FAbetaB cleavage;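 active = percent inhibition above the average of all tested compounds plus 3 SD, set per screening campaign, cut at about 16% in these data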;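 also: IDE supplied by intact live HEK cells; FP after avidin binding of uncleaved biotin substrate so inhibition keeps polarization high; 0% = DMSO wells and 100% = 60 µM reference IDE inhibitor Ii1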
GalR3 antagonist – GalR3 antagonists in HEK293 cells, primary screen, cell-based, fluorescence readout; Galanin receptor type 3 (Homo sapiens), O60755; HEK293 GalR3-CNG cAMP membrane potential fluorescence; galR3 body fused to GalR1 C-terminus; inhibition, % at 3 µM; 0.44% of 360,000 active; AID 651719, 2012;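 active = inhibition above the screen-wide average plus 3 SD, cut at about 13% in these data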;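 also: forskolin and galanin both at EC90 stimulate the cells; cAMP rise reported by CNG channel membrane potential dye signal; 0% = forskolin plus galanin with DMSO and 100% = forskolin alone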
Target sequence (O60755 1-299 limits assumed): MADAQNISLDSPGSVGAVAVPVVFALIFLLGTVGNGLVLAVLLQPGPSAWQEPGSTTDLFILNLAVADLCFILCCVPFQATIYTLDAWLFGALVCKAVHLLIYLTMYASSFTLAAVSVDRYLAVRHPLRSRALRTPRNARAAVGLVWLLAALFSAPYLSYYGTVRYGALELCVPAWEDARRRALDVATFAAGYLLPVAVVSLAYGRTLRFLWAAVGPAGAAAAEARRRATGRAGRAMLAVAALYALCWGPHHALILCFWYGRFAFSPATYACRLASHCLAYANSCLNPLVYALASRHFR
CRFBP-R2 agonist – agonists of CRF-BP/CRF-R2 complex, primary screen, cell-based, HEK293, calcium dye fluorescence, uHTS | calcium dye fluorescence (FLIPR); percent of saturating CRF peptide response | 0.46% of 350,000 active | CRF-binding protein / CRF receptor 2 complex (human) | activation, % at 13.2 µM;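 active = activation of at least 50%, plus an integration ratio under a set limit after plate pattern correction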;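 also: plate controls were neutral control wells without compound for no effect and CRF at EC100 for full effect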
* marks the source's active call; other numbers are inactive results; . = no result given; & = joins results of further samples.

SMILES	p-CIP stab down	CRFBP-R2 block	PHOSPHO1 inh	IDE cell activ	MEKK3 PB1 HTS	M4 PAM	IDE cell inh	GalR3 antagonist	CRFBP-R2 agonist
CNC(=O)Oc1ccc2c(c1)[C@]1(C)CCN(C)C1N2C (some centres not stated)	.	21	.	6	97	1	1&6	.	0.3
CCOC(=O)Nc1ccc(N2CCOCC2)c(S(=O)(=O)N2CCOCC2)c1	10	8	48	2	100	-5	8	-5	-1.1
CCOc1ccc(NC(=O)c2cc3ccccc3cc2OC)cc1	-5	10	19	-2	104	-10	10	-11	-0.1
COc1ccccc1CNC(=O)CN1C(=O)NC2(CCCCCC2)C1=O	.	-2	.	2	.	4	4	-4	-0.2
C=CC(=O)Oc1ccc(N2Cc3ccccc3C2=O)cc1	.	97*	.	.	.	0	-1	.	1.5
O=C(NCCN1CCCC1)c1ccc(Cl)cc1Cl	-5	9	45	1	104	-2	0	-7	1.7
Cc1cnc(C(=O)Nc2ccc(C)c(S(=O)(=O)N3CCCCC3)c2)cn1	.	17	.	4	.	7	-2	-5	-0.9
Cn1c(CNC(=O)c2ccccc2F)nnc1SCC(=O)Nc1nncs1	11	1	-4	5	98	-3	1	-8	0.9
COc1cccc(CNC(=O)C2CCCN(S(=O)(=O)c3cccc4nonc34)C2)c1 (configuration not stated)	-10	18	2	-2	100	16	-1	0	0.7
Fc1ccc(CN2CCSCC2)cc1F	-2	18	.	-3	105	3	0	-3	-3.6
CCCc1cc(=O)oc2c(C)c(OCC(=O)N3CCC(C(N)=O)CC3)ccc12	-10	-5	24	-6	102	1	0	-3	-0.7
COC(=O)c1ccc(=O)n(Cc2ccc3c(c2)OCO3)c1	-8	-7	9	5	101	13	5	-4	-0.6
CN(C(=O)c1ccc(F)cc1)c1ccc(OCC(=O)Nc2ccccc2C(=O)O)cc1	.	5	.	-12	.	11	8	-2	-2.6
CC(C)Oc1cccc(C(=O)O)c1	-8	2	-37	3	98	5	4	-3	-0.5
CCN1CCN(c2ccc(S(=O)(=O)N3CCCCC3)cc2NC(=O)CC(NC(C)=O)c2ccccc2)CC1 (configuration not stated)	.	-1	.	1	.	5	3	3	1.4
Cc1cc(C)n(S(=O)(=O)Cc2ccccc2)n1	3	12	34	1	92	10	4	.	2.3
COC(c1ccccc1)c1c(-c2ccccc2)nn(C)c1Cl (configuration not stated)	-2	8	18	6	108	16	1	-6	-3.8
CCC(C)N(C(=O)CSc1nncn1C)C1CCS(=O)(=O)C1 (configuration not stated)	.	6	.	3	.	-1	-3	-3	-3.0
Cn1c(=O)oc2cc(S(=O)(=O)NCc3ccco3)ccc21	-1	19	-7	5	113	2	-2	.	0.5
O=C(CSc1nnc(-c2ccccc2F)n1C1CC1)N1CCCC1	.	12	.	.	.	0	.	-8	-1.0
Cc1ccc(C(=O)CNc2ccccc2)cc1	-6	13	15	2	102	3	-1	-8	-0.8
CC(C)C(NC(=O)COc1ccc2ccccc2c1)C(=O)N/N=C/C=C/c1ccccc1 (configuration not stated)	3	-14	93*	-5	100	23	3	-4	4.1
Nc1nc(SCc2cccnc2)c2ncn(C3OC(CO)C(O)C3O)c2n1 (configuration not stated)	.	1	.	0	.	14	.	-3	-0.1
Cc1cc(C)c(S(=O)(=O)NNC(=O)C2CCN(Cc3ccccc3)CC2)c(C)c1	-15	-5	12	2	99	7	4	-2	-0.1
O=C(CSc1ccccc1)NCCSCc1ccccc1	-3	-3	15	4	140*	-7	-2	-2	-1.3
COc1ccccc1NC1=NC(CO)(CO)CS1	8	8	24	.	110	0	4	-4	-1.5
Oc1ccc(C[C@H]2CNC(=S)N2CC2CCCN2C[C@H](Cc2ccc(O)cc2)N2C[C@H](Cc3ccc(O)cc3)N(CC3CCCCC3)C2=S)cc1 (some centres not stated)	.	0	.	1	.	-4	.	-7	-0.6
COc1ccc(CNC(=O)C2CCN(c3nc(-c4ccccc4)nc4c3CCC4)CC2)cc1	2	5	48	-2	109	-11	7	-3	3.1
CC(=O)/C(=C/c1ccccc1)C(=O)Nc1ccccc1C	0	-18	48	6	78	1	3	-2	0.7
Cc1ccc2c(CN3CCN(Cc4ccc5c(c4)OCO5)CC3)cc(=O)oc2c1C	1	10	-42	-3	85	3	9	-8	-0.8
COc1ccccc1C(=O)NNC(=S)NC(=O)c1sc2ccccc2c1Cl	-3	-94	-7	-1	96	11	1	1	170*
CC(C)NC(=O)CSc1nnc(CNC(=O)OC(C)(C)C)n1C	9	-10	19	7	102	-19	-2	-4	-0.6
CCc1nn(CCCC(=O)NCc2ccc(C)cc2)c(=O)c2cc3occc3n12	-1	-4	-34	1	100	6	4	6	0.0
CCCCn1c(N)c(N(CCOC)C(=O)COC(=O)Cc2cccc(OC)c2)c(=O)[nH]c1=O	.	2	.	1	.	6	2	-4	0.0
CCC[C@H]1COCCS(=O)(=O)N1Cc1ccccc1F	-4	0	-13	3	101	10	-2	-2	-1.9
CC(NC(=O)CSc1ncnc2nc[nH]c12)c1ccccc1 (configuration not stated)	2	-21	-14	2	100	-3	2	0	-0.6
O=C(Cc1ccccc1)Nc1scc(-c2ccccc2)c1C(=O)N1CCOCC1	4	2	17	8	102	-1	4	.	-1.3
COc1cc(/C=C/C(=O)OCC(=O)N2CCOCC2)ccc1OCC#N	-8	19	42	10	92	-2	-1	-6	-4.8
O=[N+]([O-])/C=C1\C=CC=CN1Cc1ccc(Cl)cc1	7	-6	15	-2	105	3	3	-10	-2.4
COC(C[C@@H](O)[C@@H](C)[C@H](O)COCc1ccccc1)OC	-5	0	31	6	104	11	.	-4	-0.9
COc1cccc(OCCOc2cccc(/C=N/n3cnnc3)c2)c1	1	14	14	0	100	4	4	-5	-1.0
Cc1cc(C)c(NC(=O)c2cccc3c2C(=O)N(C2CCCCC2)C3)c(C)c1	2	14	-17	8	98	2	-3	.	1.0
CCOC(=O)c1ccc(N(CCC2CO2)S(=O)(=O)c2ccc(C)cc2)cc1 (configuration not stated)	.	24	.	4	.	4	.	-4	5.0
COc1ccc(CNC(=O)CNC(=O)c2c(C)nn(C)c2Cl)cc1	6	-4	21	1	102	0	3	0	0.6
CC(C)(C)NC(=O)C(c1ccccc1)N(C(=O)c1ccco1)C1CC1 (configuration not stated)	-2	5	29	-1	101	22	6	-6	-2.9
Nc1c(C(=O)NCCc2ccc(Cl)cc2)sc2ccc(S(=O)(=O)N3CCCCC3)cc12	-4	.	3	.	104	.	3	-6	.
O=C(O)CCSCc1ccccc1F	8	3	31	3	110	15	1	-1	-2.6
CC(=O)N(C)c1ccc(NC(=O)COc2ccc(Br)cc2C)cc1	-16	-2	-15	-8	102	2	12	-6	-3.5
CC(C)NC(=O)CN1C(=O)NC(CCc2ccccc2)C1=O (configuration not stated)	-11	23	55	6	94	3	-3	6	-1.8
CCCc1nn(-c2ccccc2)c2c1C(c1cccs1)C(C#N)=C(N)O2 (configuration not stated)	5	-1	4	0	100	0	-3	-2	0.1
O=C(O)CC1(CC(=O)Nc2cccc(C(=O)O)c2)CCCC1	1	-9	20	6	97	-4	1	-5	0.6
CCOC(=O)c1c(NC(=O)CSc2n[nH]c(N)n2)sc(CC)c1C	-6	-29	14	0	90	17	8	-4	-0.8
Cc1oc2c(c1C(=O)NCc1ccccc1)CCCC2	2	17	11	0	71	3	2	-12	1.4
Cc1ccnc(NC(=O)c2ccc(N3C(=O)CCC3=O)cc2)c1	-11	6	24	2	107	7	-5	-3	0.0
[O-][n+]1cccc(C(O)c2ccccc2)c1 (configuration not stated)	4	-1	-35	6	100	-1	6	-10	-1.1
Cc1onc(-c2ccccc2)c1C(=O)Nc1ccc(S(=O)(=O)NC(C)(C)C)cc1	-17	-8	22	-1	104	9	1	1	-1.7
C[C@H](CO)N1C[C@H](C)[C@@H](CN(C)C(=O)NC2CCCCC2)Oc2ccc(NC(=O)Nc3ccc(C(F)(F)F)cc3)cc2C1=O	.	6	.	-3	.	2	5	-4	0.7
CN(C)C(=O)c1snnc1-c1ccccc1	-4	-20	11	0	104	-7	6	0	0.3
O=C(Nc1ccccc1)c1ccc(F)c(S(=O)(=O)N2CCOCC2)c1	-2	15	10	2	112	8	3	-2	-0.2
CCN(CC(=O)Nc1ccc(OC)cc1)C(=O)CSCc1ccc(C)cc1	.	4	.	6	.	0	-2	0	-0.2

Copied from the results shown for reference:
SMILES	p-CIP stab down	CRFBP-R2 block	PHOSPHO1 inh	IDE cell activ	MEKK3 PB1 HTS	M4 PAM	IDE cell inh	GalR3 antagonist	CRFBP-R2 agonist
CCc1nn(CCCC(=O)NCc2ccc(C)cc2)c(=O)c2cc3occc3n12	-1	-4	-34	1	100	6	4	6	0.0
CCCCn1c(N)c(N(CCOC)C(=O)COC(=O)Cc2cccc(OC)c2)c(=O)[nH]c1=O	.	2	.	1	.	6	2	-4	0.0
CCC[C@H]1COCCS(=O)(=O)N1Cc1ccccc1F	-4	0	-13	3	101	10	-2	-2	-1.9
CC(NC(=O)CSc1ncnc2nc[nH]c12)c1ccccc1 (configuration not stated)	2	-21	-14	2	100	-3	2	0	-0.6
O=C(Cc1ccccc1)Nc1scc(-c2ccccc2)c1C(=O)N1CCOCC1	4	2	17	8	102	-1	4	.	-1.3
COc1cc(/C=C/C(=O)OCC(=O)N2CCOCC2)ccc1OCC#N	-8	19	42	10	92	-2	-1	-6	-4.8
O=[N+]([O-])/C=C1\C=CC=CN1Cc1ccc(Cl)cc1	7	-6	15	-2	105	3	3	-10	-2.4
COC(C[C@@H](O)[C@@H](C)[C@H](O)COCc1ccccc1)OC	-5	0	31	6	104	11	.	-4	-0.9
COc1cccc(OCCOc2cccc(/C=N/n3cnnc3)c2)c1	1	14	14	0	100	4	4	-5	-1.0
Cc1cc(C)c(NC(=O)c2cccc3c2C(=O)N(C2CCCCC2)C3)c(C)c1	2	14	-17	8	98	2	-3	.	1.0
CCOC(=O)c1ccc(N(CCC2CO2)S(=O)(=O)c2ccc(C)cc2)cc1 (configuration not stated)	.	24	.	4	.	4	.	-4	5.0
COc1ccc(CNC(=O)CNC(=O)c2c(C)nn(C)c2Cl)cc1	6	-4	21	1	102	0	3	0	0.6
CC(C)(C)NC(=O)C(c1ccccc1)N(C(=O)c1ccco1)C1CC1 (configuration not stated)	-2	5	29	-1	101	22	6	-6	-2.9
Nc1c(C(=O)NCCc2ccc(Cl)cc2)sc2ccc(S(=O)(=O)N3CCCCC3)cc12	-4	.	3	.	104	.	3	-6	.
O=C(O)CCSCc1ccccc1F	8	3	31	3	110	15	1	-1	-2.6
